BAZ2B block – BAZ2B (human) inhibition | actives 4.4% (n = 360,000) | AlphaScreen BAZ2B-H3K14Ac peptide displacement | Potency, µM (doses to about 114 µM), for inactives: at the top dose activity change, negative = inhibition, most hits filed as inhibitors | Q9UIF8; further: on the % scale 0 is the no-effect control and ±100 the full control effect; nearly all actives have a fitted effect of over 60% in size
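Compounds, titrated to a top concentration of 110 uM, were incubated 30 min at room temperature with preformed BAZ2B/acetyl-K14 H3 peptide complex (50 nM each). Proximity signal was measured by AlphaScreen after 20 min with beads.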
Pol beta inh – blocks human DNA polymerase beta activity. P06746. Pol beta primer extension/strand displacement, fluorescence kinetic. actives 1.3% (n = 340,000). Potency, µM (titrated, usually from 114 µM), without a hit: at the top dose activity change, negative = inhibition, actives largely listed as inhibitors; further: on the % scale 0 is the no-effect control and ±100 the full control effect
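Values derive from four-parameter Hill fits of normalized kinetic data: reads at 0 and 10 min following addition of 50 nM substrate to 10 nM Pol beta preincubated 15 min with compound.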
POLI inh – inhibitors of human DNA polymerase iota; actives 1% (n = 390,000); Pol iota fluorescent replication assay, 10 min; Potency, µM (titrated, usually from 115 µM), for inactives: at the top dose activity, negative = inhibition, most hits filed as inhibitors; AID 588590; Q9UNA4
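Pol iota at 10 nM preincubated 15 min with compounds at room temperature; reaction started with fluorescent substrate, 50 nM final. Fluorescence read kinetically at 0 and 10 min; buffer-only wells as negative control.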
Pol eta inh – DNA polymerase eta (human) inhibition; actives 1.2% (n = 390,000); recombinant Pol eta, fluorescent DNA replication assay; Potency, µM (top dose mostly 114 µM), for the others: at the top dose activity change, negative = inhibition, most hits filed as inhibitors; further: on the % scale 0 is the no-effect control and ±100 the full control effect
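Pol eta (10 nM) was preincubated with compounds for 15 min at room temperature, after which fluorescent replication substrate (50 nM final) was added to start the reaction. Fluorescence was read kinetically at 0 and 10 min.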
APEX1 inh – blocks human APE1 abasic DNA cleavage; Potency, µM (highest dose often 65.8 µM), inactives show top-dose activity change, negative = inhibition, hits mostly inhibitors; actives 0.35% (n = 350,000); P27695; recombinant APE1, TAMRA/BHQ-2 abasic DNA cleavage fluorescence;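 further: plate controls were vehicle for no effect and reference inhibitor for full effect; nearly all actives have a fitted effect of over 55% in size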
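APE1 at 0.75 nM preincubated 15 min at room temperature with compound. Reaction then started with 50 nM double-stranded THF-abasic substrate labelled with TAMRA/BHQ-2, and 525/598 nm fluorescence read kinetically. Activity taken as third-minus-first read difference, normalized to DMSO and NSC13755 controls.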
BLM inh – blocks DNA unwinding by human BLM helicase | P54132 | recombinant BLM DNA unwinding, fluorescence dequenching | Potency, µM (doses to about 56.1 µM), for the others: at the top dose activity change, negative = inhibition, actives largely listed as inhibitors | actives 0.2% (n = 350,000);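 further: plate controls were vehicle for no effect and no enzyme for full effect; nearly all actives have a fitted effect of over 35% in size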
G9a block – G9a (human) methyltransferase inhibition; G9a H3K9 monomethylation, AlphaScreen, 2 h; Potency, µM (top dose mostly 102 µM), for inactives: at the top dose activity, negative = inhibition, most hits filed as inhibitors; actives 8.8% (n = 350,000); further: on the % scale 0 is the no-effect control and ±100 the full control effect; nearly all actives have a fitted effect of over 75% in size
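Using a bead-based AlphaScreen, monomethylated H3K9 product from 2 h room-temperature reactions (G9a 20 nM, peptide 500 nM, SAM 20 uM) was detected with 0.5 ug/mL rabbit anti-H3K9me1 antibody.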
JMJD2A Tudor inh – JMJD2A Tudor domain (human) inhibition; actives 4.4% (n = 390,000); AlphaScreen JMJD2A-Tudor / H3K4me3 peptide binding; Potency, µM (titrated, usually from 114 µM), without a hit: at the highest dose activity change, negative = inhibition, most hits filed as inhibitors; O75164; further: on the % scale 0 is the no-effect control and ±100 the full control effect; nearly all actives have a fitted effect of over 50% in size
Target sequence (O75164 whole entry, looked up, the tested form may be a part): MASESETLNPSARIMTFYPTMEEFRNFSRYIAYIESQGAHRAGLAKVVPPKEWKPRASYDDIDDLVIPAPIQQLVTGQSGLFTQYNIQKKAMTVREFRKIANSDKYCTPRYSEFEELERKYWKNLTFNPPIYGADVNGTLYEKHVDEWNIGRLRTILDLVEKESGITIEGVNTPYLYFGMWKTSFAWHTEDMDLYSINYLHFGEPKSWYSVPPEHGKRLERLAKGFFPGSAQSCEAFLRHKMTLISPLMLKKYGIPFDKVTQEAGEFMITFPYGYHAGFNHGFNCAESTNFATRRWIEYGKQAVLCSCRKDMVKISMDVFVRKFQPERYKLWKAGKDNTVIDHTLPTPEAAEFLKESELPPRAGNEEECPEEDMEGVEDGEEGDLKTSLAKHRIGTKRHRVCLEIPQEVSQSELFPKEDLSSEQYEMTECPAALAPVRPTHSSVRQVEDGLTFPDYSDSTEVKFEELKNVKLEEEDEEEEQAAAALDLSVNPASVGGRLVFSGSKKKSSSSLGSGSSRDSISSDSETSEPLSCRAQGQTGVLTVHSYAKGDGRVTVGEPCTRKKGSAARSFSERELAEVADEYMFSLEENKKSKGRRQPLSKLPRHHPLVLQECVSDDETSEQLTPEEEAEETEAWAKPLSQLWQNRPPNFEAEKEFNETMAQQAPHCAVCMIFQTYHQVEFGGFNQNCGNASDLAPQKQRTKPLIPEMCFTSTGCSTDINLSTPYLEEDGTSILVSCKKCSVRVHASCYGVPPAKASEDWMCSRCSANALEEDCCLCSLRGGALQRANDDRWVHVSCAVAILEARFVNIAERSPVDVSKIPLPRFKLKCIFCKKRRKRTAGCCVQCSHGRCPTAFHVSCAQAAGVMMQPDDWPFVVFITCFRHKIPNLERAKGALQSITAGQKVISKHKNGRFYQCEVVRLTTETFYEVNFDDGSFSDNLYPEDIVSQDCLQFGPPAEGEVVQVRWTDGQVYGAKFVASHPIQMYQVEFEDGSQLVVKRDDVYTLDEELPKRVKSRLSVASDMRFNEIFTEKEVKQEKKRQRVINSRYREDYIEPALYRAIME
POLK inh – DNA polymerase kappa (human) inhibition; Q9UBT6; purified Pol kappa, fluorescent DNA synthesis assay, 10 min; Potency, µM (doses to about 107 µM), for the others: at the top dose activity, negative = inhibition, hits mostly inhibitors; actives 0.53% (n = 400,000); AID 588579; further: on the % scale 0 is the no-effect control and ±100 the full control effect
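Pol kappa 10 nM + cpd, 15 min RT; start w/ substrate 50 nM final; fluorescence kinetic read, 0 and 10 min. Neg ctrl: buffer, no enzyme.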
Starred values were filed as active, the others as inactive; [ ] = remark or other dose. The call rests on the fitted dose curve; in most records, active means well fitted curve in the direction sought with a large enough effect; inconclusive means small, poorly fitted or top-dose-only effect, or another doubt; inactive means no such curve, though single readings can be large; an effect the other way counts as inactive or inconclusive. Potency means the concentration at half of the fitted maximal effect.

What do the screens show for `CCOc1ccccc1N(CC)C(=O)c1cc2c(=O)n(CC)c3ccccc3c2s1`?
BAZ2B block: 6%; Pol beta inh: -27%; POLI inh: 10%; Pol eta inh: -18%; BLM inh: -10%; G9a block: 9%[59 µM]; JMJD2A Tudor inh: -28%; POLK inh: -23%

How did Clc1ccc(Cn2ncc3c(NCc4ccco4)ncnc32)c(Cl)c1 do in these assays?
BAZ2B block: inconclusive; Pol beta inh: 6%; POLI inh: -3%; Pol eta inh: -18%; APEX1 inh: -12%; BLM inh: -18%; G9a block: inconclusive; JMJD2A Tudor inh: -31%; POLK inh: -4%

What do the screens show for `CCCc1ccc2oc(C(=O)N3CCN(C4CCS(=O)(=O)C4)CC3)c(C)c2c1` (stereo not given)?
BAZ2B block: -13%; Pol beta inh: 17%; POLI inh: 25%; Pol eta inh: -13%; APEX1 inh: 13%; BLM inh: -1%; G9a block: -13%; JMJD2A Tudor inh: -6%; POLK inh: 1%

How did COc1ccccc1OCC(=O)Nc1ncc(C)s1 do in these assays?
BAZ2B block: -2%; POLI inh: 6%; Pol eta inh: -1%; APEX1 inh: 6%; G9a block: 15%[12.7 µM]; JMJD2A Tudor inh: -11%; POLK inh: -13%

Results for Cc1ccc(NC(=O)c2ccccc2Cl)c(Cl)c1 ?
BAZ2B block: 20%; Pol beta inh: 26%; POLI inh: -10%; Pol eta inh: 0%; APEX1 inh: 7%; BLM inh: -1%; G9a block: 27%[59 µM]; JMJD2A Tudor inh: 17%; POLK inh: -16%

Results for OCCNNC(=S)NC1CC2C=CC1C2 (stereo not given) ?
BAZ2B block: -3%; Pol beta inh: -1%; POLI inh: -10%[58.9 µM]; Pol eta inh: -23%; APEX1 inh: 15%; BLM inh: -13%; JMJD2A Tudor inh: 1%; POLK inh: -3%

Results for O=C(c1ccco1)N1CCN(C(=S)Nc2ccc(F)c(Cl)c2)CC1 ?
BAZ2B block: 2%; Pol beta inh: 22%; POLI inh: 3%; Pol eta inh: -6%; APEX1 inh: 20%; BLM inh: -2%; G9a block: 69%[activator]; JMJD2A Tudor inh: 0%; POLK inh: -4%

How did Cc1ccc(C2=NOC(c3nnc(-c4ccccc4)o3)C2)cc1 (stereo not given) do in these assays?
POLI inh: -3%; Pol eta inh: -1%; JMJD2A Tudor inh: -10%; POLK inh: -9%

Results for Cc1cccc(NC(=O)CSc2cccc3cccnc23)c1C ?
BAZ2B block: -1%; Pol beta inh: 7%; POLI inh: 35%[activator]; Pol eta inh: -13%; APEX1 inh: 15%; BLM inh: -1%; G9a block: 13%[0.501 µM]; JMJD2A Tudor inh: -1%; POLK inh: 3%

What do the screens show for `CCC(C)Sc1nc2c(cnn2-c2ccc(C)c(C)c2)c(=O)[nH]1` (stereo not given)?
BAZ2B block: -5%; Pol beta inh: -7%; POLI inh: 15%; Pol eta inh: -13%; APEX1 inh: -1%; BLM inh: 3%; G9a block: -14%[59 µM]; JMJD2A Tudor inh: -18%; POLK inh: -11%

Results for CC(=O)Nc1ccc(NC2(C)C(=O)c3ccccc3C2=O)cc1 ?
BAZ2B block: 0%; Pol beta inh: inconclusive; POLI inh: 19%; Pol eta inh: -15%; APEX1 inh: 1%; BLM inh: -6%; G9a block: 10%[12.7 µM]; JMJD2A Tudor inh: -21%; POLK inh: -16%

What do the screens show for `O=C(Oc1ccc(Br)cc1C(=S)N1CCOCC1)c1ccc([N+](=O)[O-])cc1[N+](=O)[O-]`?
BAZ2B block: inconclusive; Pol beta inh: 8%; POLI inh: 109%[activator]; Pol eta inh: -7%; APEX1 inh: -2%; BLM inh: 2%; G9a block: 8.9µM*; JMJD2A Tudor inh: inconclusive; POLK inh: -1%

How did Cc1nc(-c2ccc(NC(=O)C3CC3)cc2)cs1 do in these assays?
BAZ2B block: -7%; Pol beta inh: 2%; POLI inh: 10%; Pol eta inh: -18%; APEX1 inh: 31%; BLM inh: -2%; G9a block: inconclusive; JMJD2A Tudor inh: -12%; POLK inh: 4%

How did CCOc1ccccc1CNC(=O)Cn1nc(C)c2c(C)n(-c3ccc(C)cc3)nc2c1=O do in these assays?
BAZ2B block: inconclusive; Pol beta inh: inconclusive; POLI inh: inconclusive; Pol eta inh: inconclusive; APEX1 inh: -17%; BLM inh: -17%; G9a block: 15%[59 µM]; JMJD2A Tudor inh: -30%; POLK inh: -27%

How did CCN(CC)S(=O)(=O)c1cccc2cccnc12 do in these assays?
BAZ2B block: -5%; Pol beta inh: -2%; POLI inh: 9%; Pol eta inh: 7%; APEX1 inh: 3%; BLM inh: -3%; G9a block: 28%; JMJD2A Tudor inh: 14%; POLK inh: -10%

Results for COc1cccc(/C=N/NC(=O)c2cccc3ccccc23)c1 ?
BAZ2B block: -15%; Pol beta inh: 31%; POLI inh: 27%; Pol eta inh: 2%; APEX1 inh: 9%; BLM inh: -4%; G9a block: 1%; JMJD2A Tudor inh: -13%; POLK inh: -13%

How did COc1cc(C)ccc1OCc1cc(C(=O)N(Cc2c(C)nn(C)c2C)C2CC2)no1 do in these assays?
BAZ2B block: -18%; Pol beta inh: 10%; POLI inh: 24%; Pol eta inh: -18%; APEX1 inh: 20%; BLM inh: -1%; G9a block: 9%; JMJD2A Tudor inh: -21%; POLK inh: -4%

What do the screens show for `COc1ccc(CCN(C)C2CCCN(S(=O)(=O)c3ccc(C)cc3)C2)cc1OC` (stereo not given)?
BAZ2B block: -34%; Pol beta inh: 2%; POLI inh: 12%; Pol eta inh: -15%; APEX1 inh: 13%; BLM inh: 0%; G9a block: 3%; JMJD2A Tudor inh: -26%; POLK inh: 1%

How did COc1ccc(Nc2nc(N3CCCCC3)nc(N3CCCCC3)n2)c(OC)c1 do in these assays?
Pol beta inh: 0%; POLI inh: 2%[58.9 µM]; Pol eta inh: -7%; APEX1 inh: 4%; BLM inh: 1%; G9a block: 13%[59 µM]; JMJD2A Tudor inh: -21%; POLK inh: -8%

How did O=C(CN1C(=O)C2CCCCC2C1=O)OCC(=O)c1ccc(Cl)s1 (stereo not given) do in these assays?
BAZ2B block: -11%; Pol beta inh: -2%; POLI inh: 0%; Pol eta inh: -15%; APEX1 inh: -2%; BLM inh: 0%; G9a block: 4%; JMJD2A Tudor inh: -7%; POLK inh: 3%

How did Cc1ccc(CNC(=O)c2ccc(N(C)S(=O)(=O)c3ccccc3)cc2)cc1 do in these assays?
BAZ2B block: 10%; Pol beta inh: 12%; POLI inh: 6%; Pol eta inh: -4%; APEX1 inh: -5%; BLM inh: -8%; G9a block: 49%[activator]; JMJD2A Tudor inh: -11%; POLK inh: -13%

Results for O=C(O)c1ccccc1-n1cccc1C(=O)O ?
BAZ2B block: -12%; Pol beta inh: 25µM*; POLI inh: inconclusive; Pol eta inh: 40µM*; APEX1 inh: inconclusive; BLM inh: -5%; JMJD2A Tudor inh: 0%; POLK inh: -25%

What do the screens show for `CCn1c(=NC(=O)CSC(C)=O)sc2cc(F)ccc21`?
BAZ2B block: -4%; Pol beta inh: 28%; POLI inh: -3%; Pol eta inh: -11%; APEX1 inh: 0%; BLM inh: 4%; G9a block: 15%[59 µM]; JMJD2A Tudor inh: 18%; POLK inh: -6%

What do the screens show for `O=C(OCCN1CCOCC1)c1cccs1`?
BAZ2B block: -1%; Pol beta inh: 15%; POLI inh: -5%; Pol eta inh: 9%; APEX1 inh: 12%; BLM inh: -3%; G9a block: 17%[59 µM]; JMJD2A Tudor inh: -19%; POLK inh: -7%

4 consecutive entries from above, for reference:
How did Cc1ccc(CNC(=O)c2ccc(N(C)S(=O)(=O)c3ccccc3)cc2)cc1 do in these assays?
BAZ2B block: 10%; Pol beta inh: 12%; POLI inh: 6%; Pol eta inh: -4%; APEX1 inh: -5%; BLM inh: -8%; G9a block: 49%[activator]; JMJD2A Tudor inh: -11%; POLK inh: -13%

Results for O=C(O)c1ccccc1-n1cccc1C(=O)O ?
BAZ2B block: -12%; Pol beta inh: 25µM*; POLI inh: inconclusive; Pol eta inh: 40µM*; APEX1 inh: inconclusive; BLM inh: -5%; JMJD2A Tudor inh: 0%; POLK inh: -25%

What do the screens show for `CCn1c(=NC(=O)CSC(C)=O)sc2cc(F)ccc21`?
BAZ2B block: -4%; Pol beta inh: 28%; POLI inh: -3%; Pol eta inh: -11%; APEX1 inh: 0%; BLM inh: 4%; G9a block: 15%[59 µM]; JMJD2A Tudor inh: 18%; POLK inh: -6%

What do the screens show for `O=C(OCCN1CCOCC1)c1cccs1`?
BAZ2B block: -1%; Pol beta inh: 15%; POLI inh: -5%; Pol eta inh: 9%; APEX1 inh: 12%; BLM inh: -3%; G9a block: 17%[59 µM]; JMJD2A Tudor inh: -19%; POLK inh: -7%

Continued.
What do the screens show for `COCCCNC(=O)c1c[nH]c2ccc(S(=O)(=O)N3CCC(C)CC3)cc2c1=O`?
BAZ2B block: 13%; Pol beta inh: -1%; POLI inh: 65%[activator]; Pol eta inh: 5%; APEX1 inh: 12%; BLM inh: 1%; G9a block: -6%; JMJD2A Tudor inh: -1%; POLK inh: -3%

How did O=S(=O)(NCCC(c1ccc(F)cc1)c1ccco1)c1ccccc1 (stereo not given) do in these assays?
BAZ2B block: -2%; Pol beta inh: -29%; POLI inh: inconclusive; Pol eta inh: -25%; APEX1 inh: 3%; BLM inh: -10%; G9a block: inconclusive; JMJD2A Tudor inh: inconclusive; POLK inh: -14%

What do the screens show for `COc1ccc(N2CCN(C(=O)Cc3ccc(-n4c(=O)[nH]c5ccccc5c4=O)cc3)CC2)cc1`?
BAZ2B block: -4%; Pol beta inh: inconclusive; POLI inh: -2%; Pol eta inh: -4%; APEX1 inh: -2%; BLM inh: -4%; G9a block: inconclusive; JMJD2A Tudor inh: -6%; POLK inh: -4%

What do the screens show for `Cc1ccc(S(=O)(=O)N2CC(=O)N3CCN(CCN)C3C2)cc1` (stereo not given)?
POLI inh: -1%; Pol eta inh: 0%; APEX1 inh: 21%; JMJD2A Tudor inh: -12%; POLK inh: 9%

The list is partial, so the mix of outcomes need not match the whole.
